Screens as filed in PubChem.
IMPase inh – cell-permeable inhibitors of inositol monophosphatase (IMPase). inhibition (IP1 accumulation), % at 46.1 µM. CHO-M1 cells, IP1 accumulation, HTRF TR-FRET ratio. 120,000 tested, under 10 active; active = well fitted curve in the direction sought with a large enough effect in the signal ratio, not every such curve was filed as active; inconclusive = small, poorly fitted or top-dose-only effect, or a change in a side signal; inactive = no such curve, though single readings can be large or run the other way; the % refers to the signal ratio;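 also: cells stimulated with carbachol in lithium chloride buffer; plate controls were DMSO basal wells for no effect and reference inhibitor wells for full effect; higher means more IMPase inhibition seen as more IP1 and lower FRET ratio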
Target sequence (P97697 whole entry, looked up): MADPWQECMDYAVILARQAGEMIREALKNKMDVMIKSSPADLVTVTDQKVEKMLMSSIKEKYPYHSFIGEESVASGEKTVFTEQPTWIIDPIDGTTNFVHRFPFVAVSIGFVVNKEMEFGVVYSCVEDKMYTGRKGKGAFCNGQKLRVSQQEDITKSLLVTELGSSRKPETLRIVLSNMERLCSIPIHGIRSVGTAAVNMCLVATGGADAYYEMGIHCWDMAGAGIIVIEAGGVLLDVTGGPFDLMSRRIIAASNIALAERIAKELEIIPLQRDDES
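In this qHTS, compounds (final up to 46 uM) act on CHO-M1 cells that are then activated through the M1 receptor with carbachol, in pH 7.4 buffer containing 50 mM LiCl, for 30 min. IP1 accumulation is quantified by the IP-One immunoassay.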
PNC assembly inh – blocks assembly of the perinucleolar compartment; PC3M PTB-GFP, PNC prevalence imaging, 16 h; stronger effect = lower value; activity change (PNC), negative = inhibition, % at 10 µM; actives 3.1% (n = 140,000); AID 2417;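 active = readout at or below -70, meaning at least 70% loss of cells showing the perinucleolar compartment, a nuclear body marking cancer cells; inconclusive = readout between -30 and a set limit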;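 also: plate controls were DMSO wells for no effect and camptothecin positive control wells for full effect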
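Compounds are pinned in duplicate onto adhered PC3M cells stably expressing GFP-tagged PTB and incubated 16 h at 37 C. Cells are then fixed, nuclei stained with Hoechst, and PNC-positive cells counted.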
ALOX12 inhib – blocks human 12-lipoxygenase activity; actives 0.12% (n = 150,000); P18054; Potency, µM (top dose mostly 57.1 µM), inactives show at the top dose activity change, negative = inhibition, actives largely listed as inhibitors; AID 1452; purified 12-hLO, xylenol orange hydroperoxide absorbance; also: potency is read from the fitted curve at half-maximal effect; nearly all actives have a fitted effect of over 55% in size; many of its hits are not listed in these tables
Target sequence (P18054 whole entry, looked up): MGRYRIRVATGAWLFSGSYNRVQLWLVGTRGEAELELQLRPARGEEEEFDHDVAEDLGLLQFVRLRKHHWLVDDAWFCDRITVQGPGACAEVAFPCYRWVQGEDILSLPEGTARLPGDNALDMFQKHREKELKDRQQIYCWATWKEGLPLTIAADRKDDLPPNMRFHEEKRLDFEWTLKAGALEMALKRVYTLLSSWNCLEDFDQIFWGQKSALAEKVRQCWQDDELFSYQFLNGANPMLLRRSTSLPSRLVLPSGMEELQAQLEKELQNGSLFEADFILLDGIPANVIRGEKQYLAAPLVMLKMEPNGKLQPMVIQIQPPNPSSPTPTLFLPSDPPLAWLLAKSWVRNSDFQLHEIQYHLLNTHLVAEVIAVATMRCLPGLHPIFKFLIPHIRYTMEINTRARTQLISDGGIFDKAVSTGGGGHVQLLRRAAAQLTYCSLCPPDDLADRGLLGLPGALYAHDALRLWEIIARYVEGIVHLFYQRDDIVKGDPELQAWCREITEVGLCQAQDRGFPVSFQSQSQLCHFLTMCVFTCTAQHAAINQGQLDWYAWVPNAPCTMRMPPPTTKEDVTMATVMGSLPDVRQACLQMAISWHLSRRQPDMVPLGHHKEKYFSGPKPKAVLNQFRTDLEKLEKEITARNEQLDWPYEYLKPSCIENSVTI
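Hydroperoxide formation by human 12-lipoxygenase from 40 uM arachidonic acid was followed colorimetrically via ferric-xylenol orange complex, using the 573/405 nm absorbance ratio. Enzyme concentration was 150 nM, with 30 min reaction at room temperature.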
15-hLO-2 inh – inhibitors of human 15-lipoxygenase 2 (ALOX15B) | O15296 | purified 15hLO-2, xylenol orange hydroperoxide absorbance | Potency, µM (doses to about 57.1 µM), without a hit: top-dose activity change, negative = inhibition, actives largely listed as inhibitors | actives 0.56% (n = 110,000) | AID 881; also: potency is read from the fitted curve at half-maximal effect; nearly all actives have a fitted effect of over 60% in size; many of its hits are not listed in these tables
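Enzyme 50 nM, AA 45 uM, 25 mM Hepes pH 7.5 + 0.01% Triton X-100; cpd preinc 15 min RT, rxn 90 min RT; stop/detect with 200 uM XO + 300 uM Fe(II) in 50 mM H2SO4, 30 min; A573/A405.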
The depositor's hits bear a star; ? = inconclusive; nt = not tested or not shown; [ ] = dose if it differs, or a comment. Unless noted, calls follow the shape of the dose curve; as a rule, active = well fitted curve in the direction sought with a large enough effect; inconclusive = small, poorly fitted or top-dose-only effect, or another doubt; inactive = no such curve, though single readings can be large; an effect the other way counts as inactive or inconclusive. Unless noted, % is scaled to controls: 0 for no effect and ±100 for the full control effect. Not all compounds are listed; the hit share may differ from the screen's.

PNC assembly inh	ALOX12 inhib	IMPase inh	15-hLO-2 inh	SMILES
9	-3%	19	nt	CS(=O)(=O)N(CCc1ccccc1)CC(=O)N1CCN(c2ccc(F)cc2)CC1
?	-1%	-4	1%	c1ccc(-c2noc(C3CCCCC3)n2)nc1
?	-7%	9	18%	COc1cc(C2=NOC(C(=O)N3CCN(c4ccc(F)cc4)CC3)C2)cc(OC)c1OC (stereo not given)
9	-2%	-2	18%	COc1cccc(C2CC(c3ccccc3Cl)n3ncnc3N2)c1 (stereo not given)
59	-6%	-4	-7%	CN1CCN(c2nc3nonc3nc2N2CCN(C)CC2)CC1
?	1%	-10	5%[2.29 µM]	CCOC(=O)N1CCN(C(=O)C2c3cc(OC)c(OC)cc3C(=O)N3CCc4ccccc4C23)CC1 (stereo not given)
?	-3%	-7	-5%	CCc1cccc(NC(=O)CCc2nc(-c3cccs3)no2)c1
-139*	-6%	0	-23%	Cc1ccc(S(=O)(=O)C(C#N)c2nc3ccccc3nc2N2CC(C)OC(C)C2)cc1C (stereo not given)
20	-5%	-7	nt	O=C(O)c1cnn2c(C(F)F)cc(C(F)F)nc12
-27	3%	11	15%	COC(=O)c1ccccc1NC(=O)CN1CCC(n2nnc3cc(C)ccc32)CC1
-17	1%	-3	2%	CCOC(=O)/C=C1\NC(=O)C(C)S1 (stereo not given)
?	-1%	-7	2%	Cc1cc(C)n(CCOc2ccc(Cl)cc2Cl)n1
?	-1%	-1	-9%	COc1ccc(OC)c(S(=O)(=O)N2C(C)CCCC2C)c1 (stereo not given)
-14	-2%	nt	nt	Cc1ccccc1NC(=S)NC(=O)c1cncc(Br)c1
-89*	0%	nt	nt	CCn1ncc(C(=O)Nc2cccc(Cl)c2)c1C
?	-2%	-4	nt	COc1cccc(/C=N/NC(=O)CCn2c3ccccc3c3ccccc32)c1
-18	2%	2	0%	COc1cccc(-c2noc(CCC(=O)Nc3cccnc3)n2)c1
?	-1%	nt	nt	Cn1cc(/C=C/c2nc3ccccc3c(=O)n2-c2cccc([N+](=O)[O-])c2)c2ccccc21
20	-1%	11	-1%	COc1ccc(N2CCN(C(=O)c3ccc(-n4nc(C)cc4C)cc3)CC2)cc1
16	-3%	nt	nt	COc1cc(/C=N/O)ccc1OCc1ccc([N+](=O)[O-])cc1

Single records (already shown). Order of values: PNC assembly inh, ALOX12 inhib, IMPase inh, 15-hLO-2 inh
`CCc1cccc(NC(=O)CCc2nc(-c3cccs3)no2)c1` as listed: ?, -3%, -7, -5%
`COc1cc(/C=N/O)ccc1OCc1ccc([N+](=O)[O-])cc1` as listed: 16, -3%, nt, nt
`O=C(O)c1cnn2c(C(F)F)cc(C(F)F)nc12` as listed: 20, -5%, -7, nt

Other records follow.
PNC assembly inh	ALOX12 inhib	IMPase inh	15-hLO-2 inh	SMILES
?	-17%	0	-20%	COC(=O)NC(=S)Nc1ccc(Oc2ccc(Cl)cc2)c(Cl)c1
-114*	-2%	nt	nt	CC(C)c1cc(N2CCC(=O)NC2=O)cc(C(=O)O)c1O
nt	-9%	nt	-5%	Cc1nc2cnc(N3CCOCC3)nc2n(CCC#N)c1=O
-8	1%	3	-3%	COc1ccc(C(CNC(=O)COc2ccccc2C#N)N2CCOCC2)cc1 (stereo not given)
?	4%	-2	-1%	Cc1ccc(C)c2[nH]c(=O)c(C(c3nnnn3C3CCCC3)N3CCOCC3)cc12 (stereo not given)
4	-1%	nt	nt	O=Nc1c(O)n(Cc2c(Cl)cccc2Cl)c2ccccc12
-22	-2%	2	-3%	CC1CCCCC1NS(=O)(=O)c1ccc(-n2cnnn2)cc1 (stereo not given)
?	4%	10	3%	Cn1c(Cc2ccccc2)nnc1SCC(=O)N1CCN(c2ccccc2)CC1
-8	10%	4	9%	CN1CCN(CCCNC(=O)c2cc3c(=O)n(C)c4ccccc4c3s2)CC1
16	-1%	7	6%	CCn1c(SCC(=O)Nc2nc(C)c(C)s2)nnc1-c1cccnc1
36	9%	5	-7%	COc1cc(OC)c(C2N(C)c3ccccc3N2C)cc1OC
-25	-2%	-14	nt	CCOC(=O)c1cn(CC)c2cc(Cl)c([N+](=O)[O-])cc2c1=O
2	3%	4	nt	Cc1ccc(-n2c(SCC(=O)NCc3ccco3)nnc2-c2cccnc2)cc1
-14	-5%	5	-2%	Cc1c(C(c2cc3c(cc2Br)OCO3)c2c(C)n(C)n(-c3ccccc3)c2=O)c(=O)n(-c2ccccc2)n1C
40	-3%	0	-1%	N#CCCN(C(=O)CSc1ccc2c(c1)OCCO2)c1ccc(F)cc1
21	-1%	-17	-11%	CCCNC(=O)Cn1cccc1C(=O)c1ccccc1
36	3%	1	nt	CCc1nc2c(c(=O)c3ccccc3n2C)c(=O)n1CCc1ccc(OC)cc1
-26	-4%	12	35%[activator]	Clc1ccc2nc(CN3CCCc4ccccc43)cn2c1
59	-1%	nt	nt	O=C(c1ccc(Cl)c(Cl)c1)N1CCC(=O)N(C(COCc2cccc(Cl)c2)Cc2ccccc2)CC1 (stereo not given)
48	1%	nt	nt	O=C(CN1CCCC1)Nc1c2c(cc3c1CCC3)CCC2

Marked active in PNC assembly inh (from the list above):
PNC assembly inh	ALOX12 inhib	IMPase inh	15-hLO-2 inh	SMILES
-139*	-6%	0	-23%	Cc1ccc(S(=O)(=O)C(C#N)c2nc3ccccc3nc2N2CC(C)OC(C)C2)cc1C (stereo not given)
-89*	0%	nt	nt	CCn1ncc(C(=O)Nc2cccc(Cl)c2)c1C
-114*	-2%	nt	nt	CC(C)c1cc(N2CCC(=O)NC2=O)cc(C(=O)O)c1O

Remaining list, next part
PNC assembly inh	ALOX12 inhib	IMPase inh	15-hLO-2 inh	SMILES
-17	-11%	9	2%	COc1cc(NC(=O)c2ccco2)c(OC)cc1NC(=O)Nc1cccc(Cl)c1
-9	-1%	-9	1%	COc1ccccc1N1CCN(C(=O)CSc2nc3ccccc3c(=O)n2CC2CCCO2)CC1 (stereo not given)
nt	2%[11.4 µM]	nt	-3%[11.4 µM]	S=C1SCN(C2CCCCCCCCCCC2)CN1C1CCCCCCCCCCC1
-6	-8%	?	4%	CCOc1ccc2nc(NC(=O)C3CCCN(S(=O)(=O)c4cccs4)C3)sc2c1 (stereo not given)
54	0%	6	nt	Cn1c(C(=O)NCC2CCCO2)cc2c(=O)[nH]c3ccccc3c21 (stereo not given)
-5	-5%	7	14%	O=C(NC1CC1)c1cc(F)c(F)cc1Cl
25	-1%	nt	nt	Cc1ccc(Cl)cc1N1CCN(C(=O)C2CCC(=O)N2C(C)C)CC1 (stereo not given)
-100*	-5%	-3	nt	COc1cccc(NC(=O)Cn2cnc3sc(C)c(S(=O)(=O)N4CCN(C)CC4)c3c2=O)c1
56	6%	11	nt	O=C(CCCOc1ccc(Cl)cc1Cl)N/N=C/c1ccccc1O
2	3%	1	4%	CC1CSc2nnc(CCc3ccccc3)n21 (stereo not given)
-2	4%	10	-5%	COc1ccc(C2(C(=O)NCCCN3CCOCC3)CCOCC2)cc1
16	-13%	6	-21%	CCCSC1=N/C(=C\c2ccsc2)C(=O)S1
-14	-3%	nt	nt	Cc1ccc(O)c(-c2cc(C(=O)NCc3ccccc3)[nH]n2)c1
25	5%	0	0%	CCOC(=O)c1sc(N(C)C(C)=O)nc1C
31	1%	-2	-4%	CCn1c(SC/C=C/c2ccccc2)nnc1-c1cccs1
-12	-10%	11	-5%	CC(=O)Nc1ccccc1C(=O)N1CCc2ccccc21
19	0%	-2[1.84 µM]	6%[11.4 µM]	O=C(CS(=O)CC(=O)N(c1ccccc1)C(C(=O)NC1CCCC1)c1cccs1)Nc1ccc(F)cc1 (stereo not given)
-5	?	2	-14%	CSc1nnc(-c2ccccc2N=Cc2c(C)[nH]n(-c3ccc4ccccc4c3)c2=O)c(=O)[nH]1
-107*	0%	5	4%	Cn1c(COc2ccccc2)nnc1SCc1cc(=O)[nH]c2ccccc12
-13	2%	-4	nt	CCOc1ccccc1OCCCC(=O)NC1CCCc2ccccc21 (stereo not given)
1	-1%	1	-1%	COc1ccc(C(=O)C(CO)Oc2ccccc2OC)cc1OC (stereo not given)
28	5%	-1	2%	O=C(/C=C/Nc1cccc(F)c1)c1ccco1
36	-5%	2	12%	O=C(c1ccc(Cl)cc1Cl)c1ncc(C(F)(F)F)cc1Cl
nt	-7%	13	8%	CN1CCc2cc(Cl)c(O)cc2[C@H](c2ccccc2)C1
2	7%	6	8%	COC(=O)c1sccc1-n1cccc1C(=O)C(=O)N1CCCC1
?	2%	6	-1%	COC(=O)COc1ccc(S(=O)(=O)NCC2CCCO2)cc1Cl (stereo not given)
30	-7%	4	5%	Cn1c(=O)c2c(nc(NCCCO)n2C/C=C/c2ccccc2)n(C)c1=O
16	-4%	nt	nt	COc1cccc(NC(=O)CCC(=O)Nc2cccc(OC)c2)c1
19	-1%	-16	nt	Cc1cccc(NC(=O)c2cnc3n(c2=O)CCS3)c1
22	-9%	2	-4%	COc1cc(C2C3C(=O)N(c4ccc(F)cc4)C(=O)C3ON2c2ccccc2)ccc1O (stereo not given)
-27	6%	-12	-6%	Cc1ccc(-c2nc(=S)c3c(n2CC2CCCO2)CC(C)(C)OC3)cc1 (stereo not given)
35	3%	-3	nt	COc1ccc(-c2nc(C#N)c(N3CC(C)OC(C)C3)o2)cc1OC (stereo not given)
10	-5%	-6	-2%	O=C(O)C1CCN(C(=O)c2ccc(Cl)cc2)CC1
-29	-22%	-3	-11%	O=c1oc2ccccc2nc1/C=C(O)/C=C\c1ccccc1
4	?	7	-6%	COc1ccc2c(c1OC)C(=O)OC2CC(=O)c1ccc(O)c(O)c1 (stereo not given)
?	2%	12	nt	Cc1nn(-c2ccccc2)c(N)c1Sc1ccc([N+](=O)[O-])cc1
?	-4%	1	-10%	O=C(NC1(C(F)(F)F)NC(=O)N(Cc2ccccc2)C1=O)c1cccnc1 (stereo not given)
-11	-4%	nt	nt	COc1ccc(S(=O)(=O)N2CCOC2CNC(=O)C(=O)NCCc2c[nH]c3ccccc23)cc1 (stereo not given)
28	0%	3	3%	COC(=O)C(Cc1ccc(OC(=O)c2ccc(Cl)cc2)cc1)N1Cc2ccccc2C1=O (stereo not given)
?	0%	2	9%	CCOc1cc(/C=N/NC(=O)CN2CCOCC2)ccc1OCc1ccc(Cl)cc1
-11	-15%	3	-13%	CCCS(=O)(=O)N1CCN(Cc2ccccc2C(F)(F)F)CC1
?	-2%	?	nt	O=C(Nc1ccc2oc(-c3ccccc3)nc2c1)c1cccs1
-29	4%	14	2%[2.29 µM]	O=C(c1ccccc1)c1coc2ccc(O)c(CN3CCOCC3)c12
-3	-2%	19	-5%	COc1ccc(CNC(=O)C2CCN(S(=O)(=O)c3c(C)n[nH]c3C)CC2)cc1
-29	2%	nt	nt	Cc1ccc(C2CC(c3ccccc3)=NN2c2ccccc2)o1 (stereo not given)
nt	-3%	nt	-9%	O=[N+]([O-])c1ccc2nc[nH]c2c1
?	4%	nt	nt	CC1CC(C)CN(S(=O)(=O)c2ccc(NC(=S)NC(=O)c3ccccc3)cc2)C1 (stereo not given)
-28	-1%	nt	nt	CCC(=O)NC(NC(=S)Nc1ccccc1Br)C(Cl)(Cl)Cl (stereo not given)
?	1%	-8	0%	COC(=O)c1[nH]c2ccc(Cl)cc2c1NC(=O)CN1CCC(C(N)=O)CC1
23	-15%	6	23%	COc1ccc(C(=O)Nc2nc(-c3cccs3)cs2)cc1
45	2%	nt	nt	CCCCN(CC(=O)NCc1ccc(Cl)cc1)S(=O)(=O)c1ccc2c(c1)OCCO2
14	0%	nt	nt	C/C(=N\Nc1ccc(C(F)(F)F)cn1)c1ccc(S(=O)(=O)NCc2ccco2)cc1
-23	2%	?	nt	O=C(N/N=C/C1CCCCC1)c1cc(Cl)ccc1O
